From PubChem BioAssay
N370S GC – inhibitors or activators of N370S glucocerebrosidase for Gaucher disease; hit rate 0.092% among 330,000; Potency, µM (top dose mostly 59.4 µM), without a hit: top-dose activity change, negative = inhibition, actives largely listed as inhibitors; P04062; N370S GC spleen homogenate, 4MU-glucoside fluorescence;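 also: 0% = full enzyme activity and -100% = no enzyme basal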
FEN1 inhibitor – inhibitors of human flap endonuclease 1. hit rate 0.35% among 390,000. Potency, µM (series often up to 114 µM), inactives show top-dose activity change, negative = inhibition, actives largely listed as inhibitors. Recombinant FEN1 flap cleavage, fluorescence, 15 min. AID 588795; also: nearly all actives have a fitted effect of over 65% in size
Target sequence (P39748 whole entry, looked up): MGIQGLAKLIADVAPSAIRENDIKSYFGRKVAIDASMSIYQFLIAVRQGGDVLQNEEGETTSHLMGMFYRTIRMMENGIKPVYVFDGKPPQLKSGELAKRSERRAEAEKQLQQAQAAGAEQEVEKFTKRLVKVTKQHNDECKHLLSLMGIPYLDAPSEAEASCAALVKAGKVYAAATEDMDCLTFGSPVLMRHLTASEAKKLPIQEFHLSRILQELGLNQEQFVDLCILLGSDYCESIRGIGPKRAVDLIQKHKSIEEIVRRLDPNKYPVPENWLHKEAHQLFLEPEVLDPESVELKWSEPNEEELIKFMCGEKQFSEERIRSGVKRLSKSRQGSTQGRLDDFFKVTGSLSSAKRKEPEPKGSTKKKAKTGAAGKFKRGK
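Reaction started by adding substrate (50 nM final) to 10 nM enzyme after 15 min room-temperature compound preincubation. Reads at 0 and 15 min, with data normalized and fitted to a four-parameter Hill equation.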
TDP1 inh – TDP1 (human) enzyme inhibition; Q9NUW8; recombinant TDP1, AlphaScreen DNA substrate cleavage; Potency, µM (series often up to 130 µM), for the others: at the highest dose activity change, negative = inhibition, hits mostly inhibitors; hit rate 0.28% among 350,000; AID 485290; also: nearly all actives have a fitted effect of over 40% in size
Target sequence (Q9NUW8 whole entry, looked up): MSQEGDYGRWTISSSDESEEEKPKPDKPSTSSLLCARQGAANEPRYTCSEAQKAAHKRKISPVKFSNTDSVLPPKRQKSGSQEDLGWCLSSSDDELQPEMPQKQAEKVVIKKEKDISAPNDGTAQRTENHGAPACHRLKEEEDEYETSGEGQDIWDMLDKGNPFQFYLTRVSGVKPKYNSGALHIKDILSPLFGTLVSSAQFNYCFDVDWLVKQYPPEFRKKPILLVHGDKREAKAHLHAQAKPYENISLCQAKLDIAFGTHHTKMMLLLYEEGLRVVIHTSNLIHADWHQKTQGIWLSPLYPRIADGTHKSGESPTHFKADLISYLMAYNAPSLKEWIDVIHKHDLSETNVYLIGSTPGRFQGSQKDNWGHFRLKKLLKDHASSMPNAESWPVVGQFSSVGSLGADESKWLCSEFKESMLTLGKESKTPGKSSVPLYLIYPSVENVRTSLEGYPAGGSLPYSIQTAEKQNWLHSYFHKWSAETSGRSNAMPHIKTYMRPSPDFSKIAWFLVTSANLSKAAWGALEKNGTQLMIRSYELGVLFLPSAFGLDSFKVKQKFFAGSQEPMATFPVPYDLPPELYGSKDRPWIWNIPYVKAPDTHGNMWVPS
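Steps: enzyme plus compound, 15 min RT; add biotin/phosphotyrosine-FITC oligonucleotide (15 nM final), react 5 min; add donor/acceptor beads (10 ug/ml final), 10 min; read AlphaScreen. Tdp1 at 1 nM final.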
* = called active by the depositor; ? = inconclusive; nt = not tested or not shown; [ ] = remark or other dose. Calls follow the shape of the dose curve; as a rule, active = well fitted curve in the direction sought with a large enough effect; inconclusive = small, poorly fitted or top-dose-only effect, or another doubt; inactive = no such curve, though single readings can be large; an effect the other way counts as inactive or inconclusive. Unless noted, % is scaled to controls: 0 for no effect and ±100 for the full control effect; potency is read from the fitted curve at half-maximal effect.

compound	N370S GC	FEN1 inhibitor	TDP1 inh
CCOC(=O)CC(=O)CSc1nc(-c2cccnc2)ccc1C#N	-1%	-17%	0%
CC(C)(C)c1nc(SCC(=O)Nc2ccc(N3CCOCC3)cc2)c2ccccc2n1	-8%	-8%	3%
COc1cc(OC)c(NC(=O)CN2CCCN(Cc3ccccc3C)S2(=O)=O)cc1Cl	nt	-1%	-4%
COc1ccc(NC(=O)c2cc(=O)c3ccccc3o2)cc1Cl	-7%	5%	nt
CCCCC(CCC(=O)O)(C(=O)OCC)c1csc(Nc2ccc(C)cc2)n1 (stereo not drawn)	-9%	9%	0%
Cc1cccc(CN2CCC(C(N)=O)CC2)c1	3%	2%	-2%
N#C/C(=C\c1c(F)cccc1Cl)c1nn(-c2ccccc2)c(-n2cccc2)c1C#N	6%	-9%	5%
Cc1cc(C)cc(NC(=S)NN)c1	-4%	-3%	0%
CCOc1ccc(CNC(=O)c2cccc(NC(=O)C3=C(C)OCCS3)c2)cc1	-10%	0%	10%
O=C(c1cc2ccccc2oc1=O)N1CCSC1c1ccco1 (stereo not drawn)	10%	7%	7%
Cc1nn(C)c(C(=O)Nc2ccc(Br)cc2F)c1Br	4%	-1%	3%
N#Cc1ccccc1S(=O)(=O)N1CCCC(c2nc3c(nnn3Cc3cccc(Cl)c3)c(=O)[nH]2)C1 (stereo not drawn)	nt	-1%	7%
O=C(CSc1ccccc1)Nc1ccccc1C(=O)O	7%	-12%	-4%
COc1ccccc1CN1CC(C(=O)NCCc2cn[nH]c2)CCC1=O (stereo not drawn)	-25%	-2%	4%
O=C(CCS(=O)(=O)c1ccccc1)Nc1ccc(N2CCN(Cc3ccccc3)CC2)cc1	nt	-4%	1%
COc1cc(C(=O)Nc2cccc(C)c2C)c(Br)c(OC)c1OC	2%	-5%	3%
Cn1ncc([N+](=O)[O-])c1C(=O)Nc1ccccc1	0%	-4%	nt
COC(=O)c1sc(-c2ccc(C(C)(C)C)cc2)cc1NC(=O)c1ccccc1C(=O)O	1%	-9%	4%
Cc1ccc(NC(=O)Cn2c(=O)n(CCCCC(=O)NCc3ccccc3Cl)c(=O)c3ccccc32)cc1C	nt	-4%	2%
COc1ccc(S(=O)(=O)N2CCOC23CCN(S(=O)(=O)c2cc(C)ccc2OC)CC3)cc1	0%	5%	nt
O=C(NC(=S)Nc1ccc(C(=O)N2CCOCC2)cc1)c1ccc([N+](=O)[O-])cc1	4%	3%	-6%
CC(=O)Nc1ccc(NS(=O)(=O)c2cc(Cl)ccc2Cl)cc1	-5%	-9%	nt
COc1ccc(OC)c(NC(=O)COC(=O)c2n[nH]c3ccccc23)c1	nt	?	5%
CS(=O)(=O)N1N=C(c2ccco2)CC1c1ccco1 (stereo not drawn)	2%	6%	nt
CC1CCC(NC(=O)c2cccc(S(=O)(=O)N3CCN(c4ccccc4)CC3)c2)CC1 (stereo not drawn)	-4%	-3%	1%
CCN(CC)CCSc1nnc2c3ccccc3n(Cc3ccccc3)c2n1	-8%	-9%	nt
COc1ccc(N2CC(NC(=O)COc3ccc(F)cc3)CC2=O)cc1OC (stereo not drawn)	nt	-1%	-3%
COc1ccc(-c2cc(-c3ccccc3)c(C#N)c(=S)[nH]2)cc1	-2%	19%	7%
COc1cccc(OC)c1Cn1nnc2c(=O)[nH]c(C3CCN(C(=O)c4ccccc4)CC3)nc21	nt	3%	6%
O=C(N/N=C/c1ccccc1O)C(=O)N1CCCCCC1	-9%	-6%	5%
CCCCc1nc2ccccc2c(NC(=O)CNC(C)(C)C)c1CCC	-5%	-14%	-1%
O=C(N/N=C/c1cccs1)c1[nH]ncc1Br	-4%	10%	0%
COc1ccccc1Cn1c(=S)[nH]c2cc(C(=O)NCc3cccnc3)ccc2c1=O	-7%	-3%	2%
O=C(O)c1cccc(NC(=O)c2ccc3c(c2)C(=O)N(Cc2ccco2)C3=O)c1	-11%	-8%	50µM*
COc1cc2c(cc1OC)CN(C(=O)c1cc(S(=O)(=O)N3CCOCC3)ccc1Cl)CC2	-11%	7%	3%
COc1cc(/C=N/NC(=Nc2ccc(C)cc2)c2nc3ccccc3s2)ccc1O	16%	-7%	8%

Look-ups from the results shown:
Result for CCN(CC)CCSc1nnc2c3ccccc3n(Cc3ccccc3)c2n1 in N370S GC: -8%
Result for CCCCc1nc2ccccc2c(NC(=O)CNC(C)(C)C)c1CCC in TDP1 inh: -1%
Result for COc1ccccc1Cn1c(=S)[nH]c2cc(C(=O)NCc3cccnc3)ccc2c1=O in N370S GC: -7%
Result for COc1cc(/C=N/NC(=Nc2ccc(C)cc2)c2nc3ccccc3s2)ccc1O in N370S GC: 16%
Result for O=C(N/N=C/c1cccs1)c1[nH]ncc1Br in TDP1 inh: 0%

Next part.
compound	N370S GC	FEN1 inhibitor	TDP1 inh
O=c1c2cccnc2n(Cc2ccccc2F)c(=O)n1Cc1ccccc1Cl	nt	-4%	3%
Cc1nnsc1SC(C)C(=O)O (stereo not drawn)	2%	-5%	4%
C=CCn1c(-c2ccncc2)n[nH]c1=S	2%	-17%	-5%
COc1cc(C)c(C(C)C)cc1S(=O)(=O)NC1CC(C)(C)NC(C)(C)C1	0%	-2%	nt
CC1(C)NC(=O)N(CC(=O)OCC(=O)Nc2cc(S(=O)(=O)N3CCCCCC3)ccc2Cl)C1=O	10%	-12%	7%
O=C1CC(N2CCN(c3ccccc3)CC2)C(=O)N1c1ccc(Cl)cc1 (stereo not drawn)	-25%	-18%	nt
CC(C)(C)OC(=O)N1CCC(c2c(C(=O)N3CCN(c4ccccn4)CC3)cnn2-c2ccc(F)cc2F)CC1	nt	-1%	1%
CNC(=O)C1CCC(Cn2c(=O)c3sccc3n(CC(=O)Nc3ccccc3)c2=O)CC1 (stereo not drawn)	nt	-1%	6%
Cc1cc(N/C(=N/S(=O)(=O)c2ccc(F)cc2)c2ccccc2)n(-c2ccccc2)n1	-13%	13%	-1%
CCN1CCN(C(=O)c2ccc(CS(=O)(=O)Cc3ccccc3C)o2)CC1	0%	-14%	0%
CCc1ccc(CN(Cc2cn[nH]c2-c2ccc(OC)cc2)C(=O)Nc2ccc(C)c(F)c2)cc1	nt	-19%	6%
CCOC(=O)c1nnn(-c2nc(N3CCCC3)nc(N3CCCC3)n2)c1-c1ccccc1	12%	-8%	0%
CC(=O)c1c(C)nc(-c2ccccc2)nc1NC(=O)C(C)C	0%	2%	2%
NC(N)=NCCC[C@H](NC(=O)c1ccccc1)C(=O)Nc1ccc([N+](=O)[O-])cc1	-15%	nt	10%
CCCC(CCC)C(=O)Nc1ccc2c(c1)N(C(=O)CN1CCN(C)CC1)c1ccccc1CC2	-9%	1%	8%
CCOC(=O)C1Sc2ccccc2NC1=O (stereo not drawn)	-9%	18%	2%
Cc1cc(C)c(OCC(=O)OCCNC(=O)c2cccnc2)c(C)c1	-1%	1%	1%
COCc1cc(C)nc(N2CCCCC2)c1C#N	-1%	-9%	-2%
O=C(Nc1nccs1)c1cn2ccccc2n1	12%	2%	1%
NC1=NC(=O)C2(COC(c3ccncc3)OC2)S1 (stereo not drawn)	2%	6%	5%
Cc1ccc2nc(NC(=O)c3cc(=O)c4cc(C)c(C)cc4o3)sc2c1	nt	-8%	2%
Cc1cc(C)c2[nH]c(=O)c(C(c3nnnn3C(C)(C)C)N3CCN(C(=O)c4ccco4)CC3)cc2c1 (stereo not drawn)	-14%	-15%	-2%
O=C(NNC(=O)c1ccc(Cl)cc1Cl)c1ccncc1	3%	-2%	3%
CCOc1cc(S(=O)(=O)NCc2ccccc2)ccc1F	4%	-2%	5%
COc1ccc(CN2CCC(n3nccc3NC(=O)C3CC3)CC2)cc1O	3%	-4%	1%
CCOCC(=O)Nc1nc2ccc(C)cc2s1	6%	-5%	2%
CCCC[P+](CCCC)(CCCC)Cc1ccc(NC(=O)[C@@H](Cc2ccc3ccccc3c2)NC(=NC2CCCCC2)NC2CCCCC2)cc1	?	nt	14%
CCCOc1ccc(S(=O)(=O)N2CCOCC2)cc1[N+](=O)[O-]	-3%	-3%	1%
CS(=O)(=O)N(Cc1ccc(C(=O)NN=C2CCCCCC2)cc1)c1ccccc1	-1%	4%	5%
CCOC(=O)CNC(=O)C(CC(N)=O)NC(=O)OC(C)(C)C (stereo not drawn)	-7%	2%	6%
c1ccc(CNc2ccc(N3CCOCC3)cc2)cc1	nt	1%	11%
COc1cc(C2C(C#N)=C(N)N(N(C)C)C3=C2C(=O)CCC3)ccc1O (stereo not drawn)	-2%	3%	nt
CC(C)Cc1nnc(NC(=O)CCC(=O)Nc2ccccc2)s1	5%	19%	3%
CCOC(=O)Cn1cc([N+](=O)[O-])c(OC)n1	-6%	7%	7%
COCCCn1c(-c2cccc(Cl)c2)nc2c1c(=O)[nH]c(=O)n2Cc1ccccc1	?	8%	nt
O=S(=O)(Nc1ccc(N2CCCCC2)cc1)c1ccccc1	7%	-6%	2%

TDP1 inh: entries above that show a hit.
Compound	N370S GC	TDP1 inh
O=C(O)c1cccc(NC(=O)c2ccc3c(c2)C(=O)N(Cc2ccco2)C3=O)c1	-11%	50µM*

Continued.
compound	N370S GC	FEN1 inhibitor	TDP1 inh
O=C(c1ccc(Nc2nc3ccccc3n3nnnc23)cc1)N1CCN(c2ccc(F)cc2)CC1	nt	5%	2%
Cc1cccc(C)c1NC(=O)CCS(=O)(=O)c1ccc2c(c1)n(C)c(=O)c(=O)n2C	nt	14%	3%
CC(C)C[C@H]1CN=C(Nc2ccccc2)N1CCC(C)c1ccccc1 (stereo partly drawn)	-23%	15%	-5%
C/C(Cc1ccccc1)=N\NC(=O)C1CCCCC1	4%	6%	5%
CC(c1ccccc1)C1CC(=O)N(CC(=O)O)C1=O (stereo not drawn)	-17%	-3%	1%
CN(CCOc1cccc(C(F)(F)F)c1)Cc1ccccc1	-20%	-5%	0%
COc1cc(C(=O)Nc2cc(C(F)(F)F)ccc2-n2cncn2)cc(OC)c1OC	-6%	5%	-5%
Cc1cccn2c1nc(=S)n2C(=O)c1ccco1	-17%	5%	-3%
O=C(OCC(=O)N(C1CCCCC1)C1CCCCC1)c1ccco1	9%	-9%	4%
Cc1cc(F)ccc1S(=O)(=O)Nc1ncnc2scc(-c3ccc(F)cc3)c12	-11%	-8%	5%
CC(C)NC(=O)NC(=O)CSc1ccccc1F	3%	-6%	3%
CCOc1ccc(C(C(=O)NCC2CCCO2)N(Cc2ccccc2)C(=O)c2snc(C(N)=O)c2N)cc1 (stereo not drawn)	4%	0%	nt
COc1cccc(CNS(=O)(=O)c2c(C(=O)N3CCC(C)CC3)c(C)n(C)c2C)c1	nt	2%	4%
COc1cccc(C(=O)Nc2c(C(=O)Nc3ccc(F)cc3)oc3ccccc23)c1OC	nt	-4%	1%
CCCn1c(=O)c2[nH]c(-c3ccc(OCC(=O)Nc4ccc(C(C)=O)cc4)cc3)nc2n(CCC)c1=O	-4%	nt	-14%[56.1 µM]
O=C(CSc1nnc2c3ccccc3c3ccccc3c2n1)Nc1ccccc1F	4%	-5%	-4%
CN(C)c1ccc(CNC(=O)CN2CCSc3ccc(S(=O)(=O)N(C)C)cc32)cc1	nt	-1%	8%
O=C(Cn1c(=O)cnc2ccccc21)Nc1ccccc1N1CCOCC1	4%	2%	1%
CCOC(=O)c1ccc(NC(=O)NCc2ccccc2OC)cc1	10%	6%	-5%
COc1ccccc1C(=O)NC(CCSC)C(=O)NNC(=O)c1ccccc1C (stereo not drawn)	-8%	-2%	nt
CNC(=O)c1c(NC(=O)C2=COCCO2)sc2c1CCN(C(=O)OC)C2	-3%	-2%	3%[0.505 µM]
Cc1nc(N2CCOCC2)nc(N2CCN(c3ccccc3)CC2)c1[N+](=O)[O-]	4%	-4%	6%
Cc1c(Cl)c(-c2n[nH]c(=S)n2-c2ccccc2)nn1C	12%	-5%	-1%
Cc1cc(C)nc(NC(=NCCc2c[nH]c3ccccc23)NC(=O)Nc2cccc([N+](=O)[O-])c2)n1	-6%	14%	5%
COc1ccc(Cl)cc1NC(=O)CN(C)C(=O)c1ccc(N2CCCCC2)c([N+](=O)[O-])c1	3%	-3%	nt
COc1ccc(S(=O)(=O)Nc2ccc(-c3ccc4nncn4n3)cc2)c(OC)c1	-7%	4%	-7%
Cc1cc2ncn(CS(C)(=O)=O)c2cc1C	4%	0%	0%
CCN(CC)c1ccc(NC(=O)COC(=O)CSc2ccc(Br)cc2C)cc1	8%	-12%	3%
COc1cccc(C(=O)NC23CC4CC(CC(C4)C2)C3)c1	15%	34%[activator]	nt
CCOc1cc(C(=O)Nc2ccc(-c3nc4ccccc4s3)cc2Cl)cc(OCC)c1OCC	nt	15%	6%
CCc1ccc(C(=O)c2cn(CC(=O)Nc3ccc(F)c(F)c3)c3cc(OC)c(OC)cc3c2=O)cc1	nt	-29%	4%
